# mcGAS lum: cyclic GMP-AMP synthase inhibitors, mouse, primary biochemical chemiluminescence; AID 1259399, 2018; recombinant cGAS, Kinase-Glo ATP depletion luminescence; 160,000 compounds, 0.15% hits; inhibition, % at 12.5 µM; Q8C6L5;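 also: 0% = negative control wells and 100% = reference inhibitor with no enzyme activity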
# hcGAS lum: Primary biochemical luminescence assay for human cyclic GMP-AMP synthase inhibitors | Q8N884 | recombinant h-cGAS, ATP depletion, Kinase-Glo luminescence | inhibition, % at 12.5 µM | 290,000 compounds, 0.081% hits | AID 1259398, 2018;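 also: 0% = vehicle reaction and 100% = reaction without DNA for no activity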
# Target sequence (Q8N884 whole entry, looked up): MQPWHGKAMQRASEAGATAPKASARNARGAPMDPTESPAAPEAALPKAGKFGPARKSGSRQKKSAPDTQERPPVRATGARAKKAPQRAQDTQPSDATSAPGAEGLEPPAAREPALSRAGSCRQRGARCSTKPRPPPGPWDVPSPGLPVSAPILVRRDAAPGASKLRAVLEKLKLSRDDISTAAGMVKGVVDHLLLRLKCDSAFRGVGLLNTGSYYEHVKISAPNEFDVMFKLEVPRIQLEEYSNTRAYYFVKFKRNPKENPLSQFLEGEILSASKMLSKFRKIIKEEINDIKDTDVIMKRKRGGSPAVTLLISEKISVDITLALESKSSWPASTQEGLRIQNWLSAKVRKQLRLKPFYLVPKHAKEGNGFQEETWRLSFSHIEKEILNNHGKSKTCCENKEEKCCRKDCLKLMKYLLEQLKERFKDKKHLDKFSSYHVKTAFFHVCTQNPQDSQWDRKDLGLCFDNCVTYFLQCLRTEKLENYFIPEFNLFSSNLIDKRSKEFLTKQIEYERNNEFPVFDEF
# NPYLR7 ag: agonists of mosquito NPYLR7 receptor, primary screen, cell-based, Aedes aegypti, calcium fluorescence, mosquito biting behavior; AID 1259423, 2018; 270,000 compounds, 0.15% hits; activation, % at 10 µM; Aedes aegypti neuropeptide Y-like receptor 7 (NPYLR7); HEK293T NPYLR7/Galpha15, GCaMP6s calcium fluorescence; in the data active = activation above about 40%;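 also: 0% = vehicle and 100% = reference agonist at the receptor; some compounds past the cut are filed as inactive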
# * hit, by the source's call; nt = not tested or not shown; & = joins results of further samples. Rule as the data show it, unless noted: active = inhibition above about 40%; inactive = the rest. Compounds were not picked by outcome, and some 0.29% of all compounds hit somewhere here.
SMILES,mcGAS lum,hcGAS lum,NPYLR7 ag
O=C1c2ccccc2C(=O)C1c1ccccc1,nt,-3&4,-3&-9
COc1ccccc1-c1n[nH]c(=S)o1,0,1&3,1&0
CC1CCc2sc(-c3nnc(SC4CCOC4=O)o3)cc2C1 (stereo not drawn),nt,-7,5
O=C(OCc1nc(-c2cccs2)no1)c1ccco1,nt,-12,17
COc1ccc(-c2ccc(C(=O)NCC3CC3)c3occc23)c(C)c1,-7,-3,-14
CCc1nn2c(nnc3c(=O)n(CC(=O)O)ccc32)c1-c1ccc(Cl)cc1,nt,-4,2
Cc1nc(-c2ccc(Br)cc2)nn1CN1CCOCC1,nt,-10,13
CCc1cccc(NC(=O)N2CCSC2c2cccc(C(F)(F)F)c2)c1 (stereo not drawn),-5,-1,13
CC(=O)N(CN1C(=O)c2ccc(Br)cc2C1=O)c1cc(Br)ccc1C,nt,-3,4
C(=NN1CCOCC1)c1c2ccccc2cc2ccccc12,nt,-2,-20
CC(=O)C(Cc1ccccc1)NC(=O)CSc1cccc(C(F)(F)F)c1 (stereo not drawn),-15,-13,0
CCOC(=O)CCC(=O)Nc1nnc(SCc2ccccc2C#N)s1,-2,0,0
O=C(Cc1ccccc1)NC1CCN(c2ccccc2C(=O)N2CCN(C(=O)C3CCCO3)CC2)CC1 (stereo not drawn),nt,-7,2
Cc1nc(-c2cccc(F)c2)nc(N2CCNCC2)c1Cc1ccccc1,nt,-8,-3
Cc1cc(C(=O)N(CCCN2CCOCC2)c2nc3ccccc3s2)n(C)n1,-7,-10,0
CC(C)N(Cc1nccn1Cc1ccccc1F)C(=O)c1cccc(F)c1,-4,-7,7
CNC(=S)NNc1ccc(S(N)(=O)=O)cc1[N+](=O)[O-],-4,-9,3
COc1nc(-c2noc(C)n2)nc(N2CCCC2)n1,nt,-13,-1
CNc1nc(N2CCC(n3nccc3NC(=O)C3CC3)CC2)nc2c1CCC2,nt,-7,11
CCOc1cc(/C=C(\C#N)c2nc3ncc(Br)cc3[nH]2)ccc1O,nt,-2,90*
O=C(Nc1c2c(nn1-c1ccccc1)CS(=O)(=O)C2)c1ccc2ccccc2c1,nt,-5,-4
CCN1CCc2cc(OC)c(OC)cc2C1CNC(=S)NC1CC1 (stereo not drawn),-5,-6,-3
COc1ccc(S(=O)(=O)N2CCC(C)C2)cc1C1(C)NC(=O)NC1=O (stereo not drawn),-18,-9,4
O=C(c1sc2ccccc2c1Cl)N(c1ccccc1)C1CCCCC1,-2,-3,-8
O=C(CCc1cccs1)N1CCC(n2c(Cc3ccccc3)nc3ccccc32)CC1,-6,-4,4
CCC(SCCN1C(=O)CNC1=O)c1ccccc1 (stereo not drawn),4,3,-2
COc1cccc(C(=O)NCCNc2cc(-n3ccnc3C)nc(C)n2)c1OC,-8,-1,-14
CCNC(=O)C1(C)CCN(Cc2ccc(OC(F)(F)F)cc2)C1 (stereo not drawn),nt,-17,4
CSCCCNC(=S)NNC(=O)C1CC1,nt,-11,-6
COC(=O)c1ccc(NC(=O)C(C)NC(=O)c2ccc(Br)cc2)s1 (stereo not drawn),-6,-4,4
Cc1nc2ccc(C(=O)N3CCC(CCC(=O)NC4CC4)CC3)cc2nc1C,nt,-6,17
O=C(CN1CN(c2ccccc2)C2(CCN(C(=O)C3CCCCC3)CC2)C1=O)NCCc1ccccn1,-7,-5,5
COc1ccc(C2CCCCC2=O)cc1F (stereo not drawn),nt,2,3
NC(=O)CSc1n[nH]c(=S)s1,nt,-9,0
CCCCCCCn1c(CN2CCN(c3ccc(F)cc3)CC2)nc2c1c(=O)n(C)c(=O)n2C,-9,-6,2
CC(NC(=O)Cc1c(F)cccc1Cl)c1ccncc1 (stereo not drawn),nt,-11,-1
CCN(C/C=C/c1ccccc1)C(=O)c1ccc(C2CCCN2)s1 (stereo not drawn),nt,0,16
Cc1ccc(-n2c(SCCCC(=O)N3CCN(C(=O)c4ccc([N+](=O)[O-])cc4)C(C)C3)nnc2-c2ccco2)cc1 (stereo not drawn),-5,-3,18
Cn1nnc2c(Nc3cc(F)ccc3F)ncnc21,nt,0,9
COc1ccc(NC(=O)CCC(=O)Nc2sccc2C(N)=O)cc1,0,0,6
COc1ccccc1NC(=O)N1CCSC1c1cccc(Oc2ccccc2)c1 (stereo not drawn),-5,-3,11
CCN(CC)C(=O)Oc1ccc(-c2ccccc2)cc1,nt,-3,-4
CN(C)C[C@@H]1CN(Cc2cccnc2)C[C@H]1NC(=O)C1(C)CCOCC1,-5,-6,nt
COc1cccc(-c2cnc(-c3ccncc3)nc2C2CCN(C(=O)c3cncs3)CC2)c1,nt,-6,6
Cc1cccc(C(=O)Nc2cnc3c(c2)c(=O)n(C)c(=O)n3C)c1,nt,-6,11
O=C1N(Cc2cccc(Cl)c2)C[C@@H]2C[C@@H](c3ccccn3)N3CCC[C@@]123,-5,-4,8
CCn1ncc(NC(=O)Cn2ncc3cc(-c4ccc(OC)nc4)ccc32)n1,-13,-7,-4
O=C(NNC(=O)c1ccc(=O)n(Cc2ccccc2)c1)c1ccc(F)cc1,-9,-10,-6
CC(C)N1CC=C2C(C#N)C(=N)C(C#N)(C#N)C(c3cc(Br)ccc3F)C2C1 (stereo not drawn),-4,-7,21
CC(C)(C)OC(=O)N1N=C2CCCCC2C1(O)C(F)(F)F (stereo not drawn),nt,-6,9
O=C(CNc1c(F)cccc1-n1cccn1)N1CCOCC1,nt,-9,-20
Cc1ccc(-c2ccnc(N3CCC4(CC3)CNC(=O)O4)n2)c(C)n1,nt,-7,4
Cc1cccc(COC(CN2CCN(C(=O)c3ccc(C#N)cc3)CC2)c2ccc(Cl)cc2)c1 (stereo not drawn),-6,-11,6
O=C(Cn1c2ccccc2n2ncnc12)c1ccc(Br)cc1,nt,-10,3
CN(C)c1ncc2c(n1)CCCC2NC(=O)CCc1cnn(C)c1 (stereo not drawn),-10,-7,13
O=C(CSc1nnnn1-c1cccc(F)c1)Nc1ccccc1,0,5,0
CCOC(=O)Cc1cnc(C)[nH]c1=O,-2,-3,4
Cc1noc(N)c1C(=O)OCC(=O)NCC1(c2ccc(F)cc2)CCCC1,nt,-6,11
COc1ccc(OC)c(C2SCC(=O)N2CC(O)c2ccccc2)c1 (stereo not drawn),-6,-3,0
CC(C)(C)c1nnc2sc(SCCN3C(=O)c4ccccc4C3=O)nn2c1=O,nt,-2,0

# Quoted from the entries so far (15 entries):
SMILES,mcGAS lum,hcGAS lum,NPYLR7 ag
O=C1N(Cc2cccc(Cl)c2)C[C@@H]2C[C@@H](c3ccccn3)N3CCC[C@@]123,-5,-4,8
CCn1ncc(NC(=O)Cn2ncc3cc(-c4ccc(OC)nc4)ccc32)n1,-13,-7,-4
O=C(NNC(=O)c1ccc(=O)n(Cc2ccccc2)c1)c1ccc(F)cc1,-9,-10,-6
CC(C)N1CC=C2C(C#N)C(=N)C(C#N)(C#N)C(c3cc(Br)ccc3F)C2C1 (stereo not drawn),-4,-7,21
CC(C)(C)OC(=O)N1N=C2CCCCC2C1(O)C(F)(F)F (stereo not drawn),nt,-6,9
O=C(CNc1c(F)cccc1-n1cccn1)N1CCOCC1,nt,-9,-20
Cc1ccc(-c2ccnc(N3CCC4(CC3)CNC(=O)O4)n2)c(C)n1,nt,-7,4
Cc1cccc(COC(CN2CCN(C(=O)c3ccc(C#N)cc3)CC2)c2ccc(Cl)cc2)c1 (stereo not drawn),-6,-11,6
O=C(Cn1c2ccccc2n2ncnc12)c1ccc(Br)cc1,nt,-10,3
CN(C)c1ncc2c(n1)CCCC2NC(=O)CCc1cnn(C)c1 (stereo not drawn),-10,-7,13
O=C(CSc1nnnn1-c1cccc(F)c1)Nc1ccccc1,0,5,0
CCOC(=O)Cc1cnc(C)[nH]c1=O,-2,-3,4
Cc1noc(N)c1C(=O)OCC(=O)NCC1(c2ccc(F)cc2)CCCC1,nt,-6,11
COc1ccc(OC)c(C2SCC(=O)N2CC(O)c2ccccc2)c1 (stereo not drawn),-6,-3,0
CC(C)(C)c1nnc2sc(SCCN3C(=O)c4ccccc4C3=O)nn2c1=O,nt,-2,0

# New compounds follow
SMILES,mcGAS lum,hcGAS lum,NPYLR7 ag
CCOCCCn1c(SC)nc2ccc(Br)cc2c1=O,nt,-4,2
CCOC(=O)c1cc(-c2ccc(F)cc2)n(C2CCN(C(=O)c3c(-c4ccccc4Cl)noc3C)CC2)n1,-7,-6,2
O=C1N(Cc2cccnc2)c2ccccc2S(=O)(=O)N1c1cc(F)ccc1F,nt,-3,-2
COc1cc(OC)cc(C(=O)NCC2CCCN(C(=O)c3oc(C)cc3C)C2)c1 (stereo not drawn),nt,-11,8
COc1ccc(NC(=O)N2CCC3(CC2)C(=O)N(CC(=O)Nc2ccc(F)cc2)CN3c2ccccc2)c(OC)c1,-4,-3,19
CCN(CC)C(=O)Oc1ccc2c(ccn2Cc2ccccc2OC(F)(F)F)c1-c1ccc(C#N)cc1,-8,-6,13
Cc1ccc(C(=O)NNC(=O)OC(C)(C)C)c(Cl)c1,nt,-6,7
CC(=O)Nc1ccc(S(=O)(=O)N2CCC[C@@H]2C(=O)NC2CCC(NC(=O)c3ccccc3)CC2)cc1 (stereo partly drawn),-5,0,4
C=CCCc1nc(-c2c(OC)cccc2OC)no1,nt,2,1
CCc1cn[nH]c1C1CCCN(C(=O)c2csc(Cc3ccccc3)n2)C1 (stereo not drawn),-13,55*,9
COc1ccc(C(=O)Nc2cc(-c3nc4cc(C)cc(C)c4o3)ccc2C)cc1OC,-6,-3,0
O=C(c1ccccc1N1CCC(NS(=O)(=O)c2ccccc2)CC1)N1CCc2ccccc2C1,0,-2,-4
CC1CCN(Cc2ccc(C(=O)N3CC(c4cccnc4)C3)o2)CC1,-14,-11,nt
CCC(Nc1cccc(OC)c1)C(=O)N(C)Cc1n[nH]c2c1CCC2 (stereo not drawn),-7,-4,2
Cc1cc(=O)oc(C)c1C(=O)NCC1CCCO1 (stereo not drawn),nt,-13,23
COc1cccc(CN(CC(O)COc2ccccc2)CC2CC(c3ccc4c(c3)OCO4)=NO2)c1 (stereo not drawn),-4,-4,-2
CCCCCNC(=O)CSc1nc(Cl)cc(N2CCN(c3ccc(OC)cc3)CC2)n1,-3,1,-6
Cc1[nH]nc2c1C(c1cccc(Br)c1)C(C#N)C(=N)O2 (stereo not drawn),4,3,-15
CC1(C(=O)NS(=O)(=O)c2cccc(Cl)c2)CCN1C(=O)C1CCCCC1 (stereo not drawn),nt,-5,8
CCOc1ccccc1CSCc1ccc(C(N)=O)cc1,nt,0,4
COc1ccc(CN(CCc2c[nH]c3ccccc23)C(=O)CN(CC(C)C)C(=O)C(C)(C)CCl)cc1OC,-3,-2,18
O=C(NC1CCCNC1)c1cc(COc2cccc(C(F)(F)F)c2)[nH]n1 (stereo not drawn),nt,-6,-6
COc1ccccc1C(=O)N(CCN(C)C)Cc1c(-c2ccccc2)noc1N1CCCCC1,-6,-6,8
Cc1[nH]cnc1CN1CCC(O)(c2cccc(C(F)(F)F)c2)CC1,nt,-4,-1
COc1ccc(CN(C)Cc2cc(=O)oc3cc(C)ccc23)c(OC)c1,-4,-18,13
O=C(c1cccc2nccnc12)N1CCCC2(C1)C(=O)Nc1ccccc12 (stereo not drawn),-9,-7,-2
N#Cc1cccc(CN2C(=O)C3(SCCN3C(=O)c3ccc(F)cc3)c3cc(Cl)ccc32)c1 (stereo not drawn),-7,-7,8
Cc1ccc(-c2cc(C(=O)O)n3nc(-c4ccc(Cl)cc4)cc3n2)cc1,nt,-2,-7
COc1cccc2c3c(c(C)nc12)CC(CO)O3 (stereo not drawn),-5,1,1
Cn1ccnc1C(NC(=O)COc1ccccc1F)c1ccccc1 (stereo not drawn),-7,-6,9
Clc1nc(N2CCCCC2)nc(N2CCCCC2)n1,nt,4,6
CN(CCN1CCOCC1)Cc1nc(-c2ccc(C(F)(F)F)cc2)no1,-3,-5,-2
NC(c1ccccc1)c1cccc2ccccc12 (stereo not drawn),-14,-5,12
Cc1cccc(C(N)C(=O)O)c1 (stereo not drawn),nt,7,-4
CN(C)CCN(C(=O)CN1C(=O)c2ccccc2C1=O)c1nc2c(F)cc(F)cc2s1,-7,-7,-4
O=[N+]([O-])c1c(N2CCCCC2)ncnc1N1CCCCC1,nt,-6,11
O=C(Cn1cnc2sc3c(c2c1=O)CCC3)Nc1ccc(F)c(F)c1,nt,8,-15
CCOCCCN(CC(=O)N(Cc1cccn1Cc1ccccc1)C1CCCCC1)S(=O)(=O)c1ccc(Cl)c([N+](=O)[O-])c1,0,3,-3
Cc1ccc(NC(=O)C2(C)CCN2C(=O)CCc2ccc(Cl)cc2Cl)cc1 (stereo not drawn),-4,-3,-2
Cc1ccc(NC(=O)CN(C)Cc2nnc(C)n2C)cc1Cl,nt,-3,5
COc1ccc(C(=O)NCc2ccc(N(C)C)nc2)cc1OC(F)F,nt,-12,9
CC(C)N(Cc1ccc(OS(C)(=O)=O)cc1)S(=O)(=O)c1cccc2cccnc12,-6,-10,-8
CC(C)C1CN(C(=O)Cn2cnnn2)CCC(=O)N1Cc1ccc(F)cc1 (stereo not drawn),-17,-7,5
CC(C)CCN(C)C(=O)c1coc(COc2cccc(F)c2F)n1,-8,-1,-2
CC1(C)O[C@@H]2C[C@@](OCc3cccc(F)c3)(C(=O)NC3CC3)CC(OCc3ccc(F)cc3)[C@@H]2O1 (stereo partly drawn),-6,-5,15
COc1cccc(-n2c(-c3ccccc3)cc(C(=O)N3CCN(C(=O)c4ccc(F)cc4)CC3)c2C)c1,-4,-3,-1

# Source: PubChem
